Screening data from PubChem.
RAD52 inh: inhibitors of human RAD52 DNA annealing. actives 0.46% (n = 360,000). P43351. recombinant RAD52 DNA annealing, FRET fluorescence. AID 651710. inhibition, % at 18.7 µM;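 active means every replicate showing at least 50% inhibition; inconclusive means mean inhibition at least 50% but not in every replicate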
S100A4 MyoIIA: S100A4-myosin IIA interaction inhibition; S100A4/TAMRA-MyoIIA peptide fluorescence polarization; inhibition, % at 10.7 µM; P26447; actives 0.14% (n = 360,000);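 active means mean inhibition of at least 70% across replicates, with every replicate also reaching that level; inconclusive means mean inhibition reaches 70% but some replicates fall short; inactive means mean inhibition below 70%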
Target sequence (P26447 whole entry, looked up): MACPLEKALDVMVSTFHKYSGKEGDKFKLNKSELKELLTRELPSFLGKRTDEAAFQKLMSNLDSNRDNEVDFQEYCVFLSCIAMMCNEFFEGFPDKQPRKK
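Material: S100A4 monomer protein / Buffer or medium: 50 mM HEPES pH 7.2, 10 mM CaCl2, 100 mM KCl / Times: 5 min incubation before reading / Benchmarks: neutral control DMSO, positive control TFP / Reagent: labelled myosin peptide probe, 5 nM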
RAD54 branch: inhibitors of human RAD54 branch migration | Q92698 | RAD54 Holliday junction branch migration, FAM/BHQ fluorescence | inhibition, % at 10.4 µM | actives 0.14% (n = 360,000) | AID 602329;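 active means mean normalized replicate activity at least 40 and at least half of replicates scoring 40 or more; inconclusive means only one of the two criteria met; inactive means mean below 40 and under half of replicates reaching 40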;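 further: 0% = median of neutral control wells and 100% = median of positive control wells; inhibitors cause a drop in the FAM fluorescence signal; in these data hits start at about 50%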
E-selectin induc: induces E-selectin expression in human endothelial cells; P16581; HUVEC E-selectin immunofluorescence imaging; normalized: neutral wells 0, TNF-alpha wells 100; activation, % at 7.58 µM; actives 0.37% (n = 260,000);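 active means mean E-selectin-positive cell signal at least 10% of the positive control, reached in at least 60% of replicates, without over 20% cell loss; inconclusive means no rule given, readout overlaps actives, possibly toxicity-flagged; inactive means the rest, including those meeting only one limit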;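 further: in these data hits start at about 27%; measured in HUVEC primary endothelial cells; signal is the percent of cells scored E-selectin positive by PE staining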
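material = human umbilical vein endothelial cells (HUVEC), E-selectin induction | quantity = 3,000 cells/well | medium = EGM-2 growth medium on 0.1% gelatin-coated wells | technique = immunofluorescence imaging | read-out basis = % PE-positive cells | control set = TNF-alpha positive control, DMSO neutral control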
esBAF inh: SWI/SNF esBAF complex inhibition; reporter increase, % at 12.5 µM; actives 2% (n = 350,000); mouse ES cells, Bmi1-luciferase knock-in reporter, 24 h; 100% = twice the neutral-well signal; in the data active means activation above about 40%; inconclusive means no clear call, values can overlap the other calls;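 further: 0% = median of the plate's neutral control wells and 100% = double that signal; a rise in the Bmi1 reporter signal indicates esBAF inhibition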
Xi reactivation: X-chromosome reactivation activator; XiGFP mouse fibroblasts, % GFP-positive cells imaging, 3 d; cells co-treated with 5-aza-dC sensitizer; scaled so ellipticine positive control = 100%; activation, % at 7.58 µM; actives 0.055% (n = 360,000);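 active means mean normalized replicate activation at least 10% and every replicate at or above 10%; inconclusive means only one of the two criteria met; inactive means mean below 10% and not all replicates reach 10%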;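 further: 0% = median of on-plate neutral control wells and 100% = ellipticine 6 µM median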
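material = 68-5-11 XiGFP fibroblast line | medium = DMEM plus 5-aza-dC sensitizer | schedule = 3 days compound exposure | benchmarks = positive control ellipticine, 6 µM final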
ERAP1 HTS inh: ERAP1 (human) enzyme inhibition. Q9NZ08. recombinant ERAP1, Leu-AMC fluorescence, 60 min. inhibition, % at 10.7 µM. actives 0.15% (n = 340,000). AID 652197;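 active means mean replicate inhibition of at least 30%, or all replicates individually reaching that 30% level; inactive means mean below 30% and not every replicate reaching it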;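 further: 0% = neutral control wells and 100% = L-leucinethiol positive control wells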
Target sequence (Q9NZ08 whole entry, looked up): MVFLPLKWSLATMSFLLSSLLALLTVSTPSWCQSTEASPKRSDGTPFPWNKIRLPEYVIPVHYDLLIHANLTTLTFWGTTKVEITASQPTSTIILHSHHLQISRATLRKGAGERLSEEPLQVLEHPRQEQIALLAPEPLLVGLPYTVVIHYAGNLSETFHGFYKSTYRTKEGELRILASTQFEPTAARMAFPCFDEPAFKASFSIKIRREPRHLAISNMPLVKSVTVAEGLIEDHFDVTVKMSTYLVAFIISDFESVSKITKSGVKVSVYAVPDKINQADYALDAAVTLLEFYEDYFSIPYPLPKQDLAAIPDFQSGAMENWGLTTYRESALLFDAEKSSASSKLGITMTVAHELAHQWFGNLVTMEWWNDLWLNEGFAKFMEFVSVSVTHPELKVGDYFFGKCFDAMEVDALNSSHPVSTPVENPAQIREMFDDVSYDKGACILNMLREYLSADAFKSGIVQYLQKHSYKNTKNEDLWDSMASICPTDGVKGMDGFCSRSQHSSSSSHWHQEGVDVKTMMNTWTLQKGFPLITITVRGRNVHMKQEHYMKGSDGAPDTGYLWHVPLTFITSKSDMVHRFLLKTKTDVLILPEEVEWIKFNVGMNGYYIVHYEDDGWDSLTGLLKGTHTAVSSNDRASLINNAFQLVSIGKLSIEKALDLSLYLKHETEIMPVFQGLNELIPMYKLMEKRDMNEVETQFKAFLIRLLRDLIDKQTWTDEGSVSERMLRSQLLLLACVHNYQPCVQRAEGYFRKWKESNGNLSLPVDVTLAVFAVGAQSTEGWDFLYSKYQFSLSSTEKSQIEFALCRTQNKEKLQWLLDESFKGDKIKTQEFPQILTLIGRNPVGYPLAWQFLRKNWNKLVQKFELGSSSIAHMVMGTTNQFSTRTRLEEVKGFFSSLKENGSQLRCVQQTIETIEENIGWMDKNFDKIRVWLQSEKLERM
ERp5 block: blocks human ERp5 reductase activity on insulin | inhibition, % at 9.99 µM | ERp5 insulin aggregation, absorbance 650 nm, 90 min | Q15084 | actives 0.05% (n = 350,000) | AID 651711;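 active means mean replicate inhibition above about 25%, with every replicate also reaching it, limit read from the data, passing the limit was not always enough; inconclusive means only one of those two criteria met; inactive means neither criterion met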
Starred values were filed as active, the others as inactive; ? = inconclusive; nt = not tested or not shown; & = joins results of further samples.

The line under a structure holds: RAD52 inh	S100A4 MyoIIA	RAD54 branch	E-selectin induc	esBAF inh	Xi reactivation	ERAP1 HTS inh	ERp5 block
- CN(C(=O)c1cccc(NC(=O)Cc2ccc(NC(=O)C3CCCN(C(=O)C4CCC4)C3)cc2)c1)C1CCCCC1 (centres undefined)
    -8.3	1.5	0.8	0.0	1.9	0.0	0.4	-2.8
- CCOC(=O)Nc1ccc2c(CN(C)Cc3ccc(F)cc3)cc(=O)oc2c1
    -2.3	1.8	-0.9	0.1	-7.2	0.5	-2.4	-1.5
- CNC(=O)c1c(C)nn(-c2ccc(F)c(Cl)c2)c1-c1cc(C)on1
    -12.3	-1.8	9.4	0.1	nt	0.0	0.5	1.4
- Cc1ccc(NC(=O)CN2CCc3ccccc3C2)cc1F
    -20.8	-4.8	7.5	-0.2	-4.8	0.1	-1.7	-4.9
- C[C@@H]1CN([C@H](C)CO)C(=O)c2cc(C#Cc3ccccc3)cnc2O[C@H]1CN(C)C(=O)C1CC1
    11.5	1.3	-12.6	0.3	3.2	0.3	-2.1	0.4
- C/C(=N\NC(=O)c1c(Cl)cnn1C)c1cccnc1
    -8.5	-7.4	3.0	0.0	nt	-0.1	4.2	1.2
- Cc1cc(C)c(NC(=O)COC(=O)C2CCCCC2)c(C)c1
    -1.3	5.2	1.1	-1.3	-1.9	0.2	5.0	-2.5
- CCSC1=C(C#N)C(c2ccccc2OC)CC(=O)N1 (centres undefined)
    -8.0	-4.8	3.5	0.2	2.7	-0.1	-7.1	1.3
- COc1ccc(CCN2CC(C(=O)N(C)CCc3cn[nH]c3)CCC2=O)cc1 (centres undefined)
    -11.5	-5.3	-7.5	nt	-4.7	0.0	-4.0	-13.3
- Cc1noc(C)c1S(=O)(=O)Nc1ccc2c(c1)C(=O)N([C@@H](C)CO)C[C@@H](C)[C@@H](CN(C)C(=O)Nc1ccc3c(c1)OCO3)O2
    7.3	-11.5	-6.5	nt	0.1	1.4	0.2	-1.0
- COc1ccc(NC(=O)COC(=O)C2CCN(S(=O)(=O)c3cccs3)CC2)cc1OC
    3.5	-1.8	0.5	0.4	0.6	0.2	-4.5	0.3
- CCN1C(=O)[C@H]2[C@@H](c3ccc(C(F)(F)F)cc3)N[C@]3(CCCN(Cc4ccc(F)cc4)C3=O)[C@H]2C1=O
    -12.0	-2.5	-1.5	nt	5.8	0.1	0.2	-0.8
- O=C(C[C@H]1C[C@@H]2c3cc(NC(=O)C4CCC4)ccc3O[C@@H]2[C@@H](CO)O1)NC1CCCCC1
    -12.5	-30.4	-2.0	-0.7	8.6	0.4	-0.1	0.2
- C[C@@H]1CN([C@H](C)CO)C(=O)c2cc(NS(=O)(=O)c3ccc(Cl)cc3)ccc2O[C@@H](C)CCCCO[C@H]1CN(C)C(=O)C1CCCCC1
    -14.1	-10.4	0.5	0.3	-5.8	-0.1	1.4	2.9
- CCCc1nc2ccc(NC(C)=O)cc2c(=O)n1Cc1cccc(Cl)c1
    -4.2	-1.0	-4.5	nt	7.4	0.0	-0.4	-1.4
- O=C(NC1CCCCC1)N[C@@H]1CC[C@H](CCNS(=O)(=O)c2ccc(Cl)cc2)O[C@H]1CO
    7.2	-1.4	-9.6	0.1	1.6	0.1	4.4	-1.9
- S=C(NCc1ccco1)Nc1cc(-c2ccccc2)[nH]n1
    -16.5	-0.8	8.2	nt	14.9	0.0	3.9	-3.9
- COC(=O)N1C[C@H](O)[C@H](O)C[C@@H]1c1ccccc1Br
    -12.7	-2.8	nt	0.4	nt	0.1	0.7	-2.2
- O=S(=O)(c1ccccc1)N1C[C@H]2[C@@H](c3ccccc31)[C@H](CO)N2Cc1ccc(F)cc1
    0.3	13.5	-9.1	4.0	3.1	0.3	1.0	-1.0
- CC(C)NC(=O)N(C)C[C@H]1Oc2c(NC(=O)Nc3ccccc3)cccc2C(=O)N([C@H](C)CO)C[C@H]1C
    4.6	9.5	-4.9	3.0	9.4	-1.0	-5.0	-0.8
- COC(=O)C(C(=O)OC)c1ccc(-n2cccc2)cc1
    -6.5	1.1	5.6	1.1	-4.9	-0.2	1.9	0.1
- COc1ccc(NC(=O)N(C)[C@H]2C[C@H]3c4[nH]c5ccc(-c6ccc(OC)cc6)cc5c4CCN3C(=O)[C@H]2[C@H](C)O)cc1
    -37.8	8.2	4.7	0.0	13.7	?	4.9	-0.6
- NS(=O)(=O)c1cccc(NC(=O)CSc2nc3ccc(Cl)cc3[nH]2)c1
    -18.3	4.0	4.4	9.9	7.4	0.0	-7.1	3.5
- CCCc1cc(C(=O)Nc2cc(C)nn2-c2ccccc2)no1
    1.0	-0.2	-18.1	-0.2	-7.0	0.5	3.9	2.0
- C[C@@H]1CCCCO[C@H](CN(C)S(=O)(=O)c2cccs2)[C@H](C)CN([C@H](C)CO)C(=O)c2cc(NC(=O)NC3CCCCC3)ccc2O1
    nt	nt	-3.2	0.2	0.2	0.5	nt	nt
- O=C(CN1C(=O)S/C(=C\c2ccc(Cl)cc2)C1=O)NCCCn1ccnc1
    2.7	3.7	-4.3	nt	4.3	0.2	2.2	-3.4
- COc1ccc(CCN=C(N)NS(=O)(=O)c2cccs2)cc1
    -8.2	6.8	nt	-1.0	nt	0.0	7.9	8.6
- Cn1cc(-c2ccc(C(=O)NCc3cccc(Cl)c3)c3occc23)cn1
    -12.1	-4.1	0.4	-0.2	20.0	0.1	0.5	-1.3
- CNC[C@@H]1Oc2cc(C#Cc3ccc(F)cc3)ccc2S(=O)(=O)N([C@H](C)CO)C[C@H]1C
    47.2	-16.4	5.1	0.8	-7.3	-0.7	-2.1	nt
- CCC1Oc2ccccc2N(CC(=O)NC2CCCC2)C1=O (centres undefined)
    -6.9	-2.0	-4.1	nt	0.8	0.0	1.6	1.2
- COC(=O)C(NC(C)=O)(Nc1nc2c(C)cc(C)cc2s1)C(F)(F)F (centres undefined)
    -7.9	7.4	-9.6	nt	-3.2	nt	9.0	2.5
- COc1cc(/C=C(/C(=O)O)c2ccc(-c3ccccc3)cc2)cc(OC)c1OC
    -10.6	-3.0	-1.1	0.8	-1.9	0.2	8.7	-0.6
- COc1cc(-c2cc(C(=O)Nc3cccc(S(=O)(=O)N(C)C)c3)c3ccccc3n2)cc(OC)c1OC
    0.5	-3.6	6.6	nt	-0.3	0.0	1.0	-0.7
- CN(C)c1cccc(C(=O)NNC(=S)NC2CCCC2)c1
    7.7	-2.4	4.5	1.2	22.4	0.1	1.8	-0.5
- CCCC(=Nc1ccccc1OC)C1=C(O)CC(c2ccccc2)CC1=O (centres undefined)
    -9.7	-1.3	nt	0.3	nt	2.4	-1.6	-1.2
- CCNC(=S)NNC(=O)c1csc2c1CCCC2
    -10.4	0.2	4.5	nt	6.9	nt	-1.2	7.8
- CC(C)(C)c1ccc(CC(=O)N2CCC2(C)C(=O)NS(=O)(=O)Cc2ccccc2)cc1 (centres undefined)
    -6.4	1.5	-11.7	0.0	6.2	0.2	5.6	3.9
- O=C(Cc1ccccn1)N[C@@H]1CC[C@@H](CCn2cc(-c3ccc(F)cc3)nn2)O[C@@H]1CO
    -10.2	-0.5	nt	0.0	nt	0.1	-6.2	-5.6
- c1ccc(SCCCCN2CCOCC2)cc1
    2.2	-0.5	-10.5	0.1	-4.1	0.1	-1.5	-2.6
- CN(Cc1cccc(F)c1)C(=O)C1CC(=O)N(Cc2ccco2)C1 (centres undefined)
    -10.2	-0.2	0.7	0.3	-1.4	0.6	-0.3	-3.8
- Cc1cnc(NC(=O)CN2CCN(c3ccccn3)CC2)s1
    -15.4	-1.6	-8.5	nt	nt	nt	7.1	4.8
- Cc1ccc(S(=O)(=O)NCCn2nc(C)cc2C)cc1
    3.8	-2.5	6.1	nt	0.8	0.2	1.2	3.4
- C[C@@H]1CCCCO[C@H](CN(C)Cc2ccncc2)[C@@H](C)CN([C@H](C)CO)C(=O)c2cc(N(C)C)ccc2O1
    -17.0&13.7	8.6&-4.8	3.4	-2.9&0.0	-0.6&0.9	0.1&-0.7	1.8	-2.2&1.6
- O=C(CCc1ccccc1)NC1CCS(=O)(=O)C1 (centres undefined)
    -8.1	1.8	1.6	nt	-2.0	0.1	-7.2	5.8
- C[C@H]1CN([C@@H](C)CO)C(=O)c2cccc(NC(=O)c3ccncc3)c2O[C@@H]1CN(C)C(=O)Nc1ccccc1
    5.7	34.6	7.1	0.1	0.1	0.5	1.5	1.0
- Cc1ccc(N2C(=O)C3CCC(C)(C2=O)C3(C)C)cc1 (centres undefined)
    -0.2	2.7	nt	-3.2	nt	0.4	-0.2	4.2
- Oc1ccc(C2C=C(c3ccc(F)cc3)Nc3ncnn32)cc1 (centres undefined)
    -22.3	-4.3	nt	nt	nt	0.0	5.4	5.5
- COc1cccc(C(=O)NCC(=O)N/N=C(\C)Cc2ccccc2)c1
    -7.2	-1.9	3.6	nt	-4.3	0.2	-7.9	-3.2
- Cc1ccc2oc(-c3ccc(NC(=O)CC(C)C)cc3)nc2c1
    -3.5	-6.7	8.8	nt	50.4*	nt	-3.2	-0.7
- COCC(=O)Nc1cccc(-c2ccc3nncn3n2)c1
    2.7	-4.1	-0.4	nt	-4.4	0.0	-0.5	6.4
- CCN(c1ccccc1)S(=O)(=O)c1ccc(C(=O)Nc2ncccc2O)cc1
    -6.4	-2.5	5.1	nt	-4.4	0.4	0.5	-0.8
- O=C(C[C@H]1C[C@@H]2c3cc(NC(=O)Cc4ccncc4)ccc3O[C@@H]2[C@@H](CO)O1)NCc1ccc2c(c1)OCO2
    -7.8	21.7	1.4	0.8	2.2	0.0	0.3	5.1
- O=C(O)c1cc(N2C(=O)CCC2=O)ccc1NCc1cccnc1
    3.3	-39.1	22.3	3.4	-2.8	1.7	1.0	-0.5
- CCOc1[nH]n(-c2ccccc2)c(=O)c1C=Nc1ccc(OC)cc1
    -7.9	2.4	0.4	nt	1.1	0.1	5.5	-1.5
- O=C(OCc1ccc([N+](=O)[O-])cc1)c1ccc2ccccc2n1
    -22.0	-0.9	nt	nt	nt	0.1	-1.5	9.5
- O=C(Nc1cccc(-c2cccc(F)c2)c1)C1CCN(C2CCOCC2)CC1
    15.6	-3.8	7.9	nt	-84.9	0.1	1.2	4.4
- COC(CNC(=O)CCCn1nnnc1CN1CCOCC1)c1cccs1 (centres undefined)
    -7.1	2.5	-8.2	-0.2	-0.2	0.0	4.6	nt
- CNC[C@H]1Oc2cc(C#CCC(C)C)ccc2S(=O)(=O)N([C@@H](C)CO)C[C@@H]1C
    -46.4	-49.3	2.0	0.0	-0.5	0.2	0.0	-1.0
- Cc1ccc(S(=O)(=O)N2CCCC2C(=O)NCc2ccccc2Cl)cc1 (centres undefined)
    -9.2	-2.7	3.1	0.0	3.5	0.0	0.8	1.6
- O=C(/C=C/c1cccs1)NNC(=O)c1cccc([N+](=O)[O-])c1
    -5.3	2.4	-2.7	0.0	7.1	-0.1	-1.8	-4.1
